Bioassay records as filed in PubChem.
SRC3 inh – inhibits human SRC3 coactivator | HEK293 GAL4-SRC3 luciferase reporter, luminescence | inhibition, % at 3.6 µM | actives 0.17% (n = 360,000) | AID 588352;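 active = inhibition above a per-campaign cutoff, the mean of all compounds plus 3 SD, cut at about 60% in these data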;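 note: 0% = DMSO-treated cells and 100% = gossypol-treated cells at 36 µM; higher means less SRC3-driven luciferase light from the GAL4 reporter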
SRC1 inh – human NCOA1 inhibition. Q15788. HEK293 GAL4-SRC1 luciferase reporter, luminescence. inhibition, % at 3.6 µM. actives 0.12% (n = 360,000);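 active = inhibition above the campaign mean plus 3 SD, with each screening campaign given its own cutoff, cut at about 60% in these data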;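 note: 0% = DMSO treated cells and 100% = gossypol at 36 µM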
NR2F2 inh – NR2F2 (human) inhibition, primary screen; P24468; HEK293T NGFI-A luciferase reporter, luminescence; inhibition, % at 8.6 µM; actives 0.7% (n = 370,000); AID 686940;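 active = inhibition above a per-plate cutoff, mean inhibition of test wells between control levels plus 3 SD, cut at about 38% in these data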;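 note: cells cotransfected with COUP-TFII expression vector driving the NGFI-A reporter; 0% = median of COUP-TF2 test wells and 100% = reporter-only cells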
LRH-1 inv ag – suppresses constitutive activity of human LRH-1. AID 602396. actives 0.13% (n = 360,000). inhibition, % at 3.6 µM. O00482. HEK293T StAR-luciferase reporter, LRH-1 transfected, 24 h;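 active = inhibition above the mean inhibition of all tested compounds plus 3 SD, cut at about 73% in these data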;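 note: 0% = DMSO wells and 100% = reporter-only cells lacking LRH-1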
TLR9-MyD88 inh – blocks human TLR9 binding to MyD88; inhibition, % at 4.98 µM; CHO BLA complementation TLR9-MyD88, CCF4 FRET ratio; Q9NR96+Q99836; actives 0.21% (n = 340,000);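 active = inhibition above the mean over all tested compounds plus 3 SD, cut at about 21% in these data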;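 note: 0% = DMSO only wells and 100% = clavulanate BLA inhibitor control wells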
TWEAK-Fn14 inh – inhibitors of TWEAK-Fn14 interaction signaling | TWEAK-stimulated Fn14 reporter cells, luciferase luminescence, 8 h | inhibition, % at 10 µM | actives 2% (n = 360,000); in the data active = inhibition above about 50%
ABHD5-PLIN5 inh – ABHD5-PLIN5 protein interaction inhibition; Q00G26+Q8WTS1; Split G. princeps luciferase complementation, luminescence, 4 h; inhibition, % at 4 µM; actives 0.78% (n = 360,000); AID 602281;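 active = inhibition above the mean inhibition across every tested compound plus 3 SD, cut at about 22% in these data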;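 note: 0% = DMSO only wells and the 100% control is not disclosed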
NCOA2 inhibitor – human SRC2 (NCOA2) inhibition; HEK293 GAL4-SRC2 luciferase reporter, luminescence; actives 0.17% (n = 370,000); Q15596; inhibition, % at 9 µM;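 active = inhibition above the mean inhibition of all tested compounds plus 3 SD, set per campaign, cut at about 52% in these data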;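 note: 0% = DMSO treated cells and 100% = cells given Gossypol at 36 µM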
TROY NFkB inh – TROY signaling inhibition; AID 1347056; Q293 LMP1-TROYcd NF-kB luciferase reporter, 4 h; actives 0.98% (n = 360,000); inhibition, % at 10 µM;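 active = compounds whose plate-normalised and pattern-corrected inhibition of the luciferase reporter signal at the single screening dose is 50% or more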
Granule exo inh – lytic granule exocytosis inhibition | TALL-104 LAMP-1 surface exposure, flow cytometry; cells stimulated with thapsigargin and PMA | inhibition, % at 10 µM | actives 0.66% (n = 360,000);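 active = inhibition above about 55%, limit read from the data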
NOD2 RIPK2 PPI – NOD2-RIPK2 protein interaction inhibition | O43353 | CHO BLA complementation NOD2-RIPK2, CCF4 ratio | inhibition, % at 4.98 µM | actives 0.38% (n = 360,000) | AID 624267; in the data active = inhibition above about 21%;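 note: 0% = vehicle only and 100% = reference blocker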
Active calls of the source: *; · = not tested or not shown. An excerpt, so the mix of outcomes need not match the whole.

SMILES | SRC3 inh | SRC1 inh | NR2F2 inh | LRH-1 inv ag | TLR9-MyD88 inh | TWEAK-Fn14 inh | ABHD5-PLIN5 inh | NCOA2 inhibitor | TROY NFkB inh | Granule exo inh | NOD2 RIPK2 PPI
O=C(N1CCOCC1)C1(c2ccc(Cl)cc2)CCCC1 | -8 | -11 | -8 | -18 | -1 | -13 | 1 | -5 | 2 | -3 | 7
COc1ccc(N(C(=O)Cn2cnc3ccccc32)C(C(=O)NC2CCCCC2)c2ccccc2)cc1 (stereo not given) | 8 | -1 | -10 | -27 | -5 | 16 | -4 | 21 | -16 | 2 | -6
NC(=O)c1cccc2c(=O)oc3ccccc3c12 | 21 | -7 | 23 | -18 | -3 | -14 | -2 | -9 | 15 | 0 | -6
S=C(N/N=C/c1ccc(Br)cc1)N1CCCCC1 | -77 | -56 | -43 | -106 | -3 | -5 | -6 | -58 | -14 | -2 | -5
CC1CCN(S(=O)(=O)c2ccc(NC(=O)C3CCN(C(=O)c4ccco4)CC3)cc2)CC1 | -15 | 12 | 26 | -4 | -7 | -6 | -3 | 13 | 13 | 3 | 2
O=C(CCC(=O)N1CCOc2ccccc21)N1CCN(c2ccccc2)CC1 | 2 | -5 | 0 | 2 | 8 | 5 | 5 | 14 | 0 | 0 | -4
COc1cccc(NC(=S)N(CCc2ccc(OC)c(OC)c2)Cc2ccccn2)c1 | 22 | 20 | 2 | 18 | -5 | -7 | 0 | -15 | -16 | 4 | -13
CCc1ccc(OC(=O)c2cccnc2)cc1 | -1 | 14 | -15 | -13 | 8 | -15 | -5 | 5 | -40 | -3 | -6
CC(C)(C)C1CCC2(CC1)NC(=S)N(c1ccccc1)N2 (stereo not given) | -9 | -1 | -3 | 9 | 5 | -11 | -4 | -9 | -55 | -1 | 2
Cc1cnc(C)c(N2CCN(Cc3nc(-c4cccc(F)c4F)oc3C)CC2)n1 | 18 | -8 | 16 | 8 | -6 | 7 | -1 | -7 | 4 | -1 | -3
CCCCCCCN1CCC(=O)N([C@H](CO)CC(C)C)CC1 | 12 | -16 | 13 | 0 | 3 | 2 | -5 | -21 | 16 | 81* | 5
Cn1cc(S(=O)(=O)N2CCN(c3cccc(C(F)(F)F)c3)CC2)c(=O)n(C)c1=O | -14 | 8 | 0 | 22 | 2 | 4 | -7 | -4 | 7 | 4 | -9
COC(=O)c1ccn(CC(=O)NC2CCCCC2)n1 | -5 | -19 | 19 | -26 | 1 | -5 | -13 | -24 | -8 | 3 | 16
CN1CCN(C(=O)/C=C/c2ccc([N+](=O)[O-])o2)CC1 | -9 | -27 | -1 | 20 | 1 | 2 | -10 | -13 | 4 | 17 | 0
O=C(/C=C/Nc1ccc(Cc2ccc(N/C=C/C(=O)C(F)(F)F)cc2)cc1)C(F)(F)F | -11 | -57 | -38 | -104 | 5 | -17 | 0 | -44 | -2 | -4 | 11
Cc1ccc(CN2CCC(C)(Oc3cccc(Cl)c3)C2)cc1 (stereo not given) | 6 | -45 | -8 | 24 | · | -7 | 2 | -16 | -17 | 4 | 14
CC1(C(=O)NS(=O)(=O)C2CC2)CCN(C(=O)c2ccccc2C(F)(F)F)C1 (stereo not given) | 10 | 7 | -15 | -4 | · | 3 | -4 | 7 | -2 | 5 | -11
CCC(CC)n1[nH]c(=O)c2c(C)cc(C)nc21 | -1 | -8 | 3 | 4 | 4 | 1 | 5 | -24 | 4 | -5 | 1
O=C(CCC1CCCN(C(=O)c2ccsc2)C1)N1CCN(c2ccccn2)CC1 (stereo not given) | 5 | -4 | 10 | 7 | 11 | -10 | 1 | 15 | -7 | 0 | -9
Cc1cc(C)cc(N2CC(C(=O)OCC(=O)Nc3cc(C)on3)CC2=O)c1 (stereo not given) | -14 | -34 | -4 | -5 | -10 | 6 | -8 | 17 | 1 | -1 | -1
Cc1cc(N2CCOCC2)nc2ccc(NC(=O)CCC(=O)N3CCN(c4cccc(C(F)(F)F)c4)CC3)cc12 | -23 | -49 | 20 | 1 | 1 | -12 | 8 | 0 | 11 | 29 | -3
CCOCc1c(C(=O)OCC(=O)NCc2ccc(F)cc2)oc2ccccc12 | -11 | -1 | 14 | -2 | -3 | -2 | 1 | 9 | 1 | 4 | -13
CC1CC(C)CN(CCCNC(=O)Cn2cccc2C(=O)c2ccccc2)C1 (stereo not given) | -17 | -6 | -5 | -17 | -3 | -6 | 3 | -27 | 9 | -1 | 0
CCCCn1c(N)c(-c2nc3ccccc3o2)c2c([N+](=O)[O-])nn(CC)c(=O)c21 | 8 | -42 | 2 | 7 | -7 | -71 | -4 | 1 | 4 | -2 | -6

Compound profiles, as listed above. Values in the order: SRC3 inh | SRC1 inh | NR2F2 inh | LRH-1 inv ag | TLR9-MyD88 inh | TWEAK-Fn14 inh | ABHD5-PLIN5 inh | NCOA2 inhibitor | TROY NFkB inh | Granule exo inh | NOD2 RIPK2 PPI
CCCCn1c(N)c(-c2nc3ccccc3o2)c2c([N+](=O)[O-])nn(CC)c(=O)c21 as listed: 8 | -42 | 2 | 7 | -7 | -71 | -4 | 1 | 4 | -2 | -6
CC1CC(C)CN(CCCNC(=O)Cn2cccc2C(=O)c2ccccc2)C1 (stereo not given) as listed: -17 | -6 | -5 | -17 | -3 | -6 | 3 | -27 | 9 | -1 | 0
COC(=O)c1ccn(CC(=O)NC2CCCCC2)n1 as listed: -5 | -19 | 19 | -26 | 1 | -5 | -13 | -24 | -8 | 3 | 16

(continued)
SMILES | SRC3 inh | SRC1 inh | NR2F2 inh | LRH-1 inv ag | TLR9-MyD88 inh | TWEAK-Fn14 inh | ABHD5-PLIN5 inh | NCOA2 inhibitor | TROY NFkB inh | Granule exo inh | NOD2 RIPK2 PPI
CC(C)NC(=O)c1ccc2c(c1)N(CC(=O)NC1CCCCC1)C(=O)C(C)(C)O2 | -7 | -2 | 9 | 12 | 4 | -23 | -2 | 8 | 3 | -14 | 0
O=C1CCCN1C(=O)COc1cc(F)ccc1[N+](=O)[O-] | 2 | -1 | 3 | 2 | -8 | 1 | -3 | 8 | 8 | -4 | -1
Cc1nn(C)cc1/C=N\NC(=O)c1csc2c1CCCC2 | -8 | -7 | -7 | -29 | -3 | -10 | 3 | -45 | -27 | -1 | -7
CN(C)C(CNC(=O)C1CCN(S(=O)(=O)c2cc(Cl)ccc2Cl)CC1)Cc1ccccc1 (stereo not given) | -11 | -2 | -12 | 20 | -16 | 0 | 6 | 11 | -2 | 5 | 8
CC1=C(C(=O)Nc2cc(C(=O)N3CCN(c4cccc(C)c4)C(C)C3)ccc2C)SCCO1 (stereo not given) | -22 | 23 | 2 | 7 | -17 | 28 | -2 | 0 | 14 | 2 | -15
CCN(CC)S(=O)(=O)c1ccc2c(c1)nc(CCC(=O)OCc1c(C)noc1C)n2C | -2 | -4 | 17 | -8 | 7 | -23 | 0 | -7 | 9 | -2 | -3
CCCC#Cc1ccc2c(c1)COc1c3ccccc3nn1-2 | -67 | -106 | -41 | -232 | 0 | 40 | 4 | -43 | -5 | -2 | -4
Cc1ccccc1CC1(C)C(=O)Nc2ccc(S(=O)(=O)NC3CCCCC3)cc21 (stereo not given) | 2 | -7 | 18 | 8 | · | 2 | 1 | -17 | 12 | -6 | 14
CCOC(=O)C1(Cc2ccccc2)CCCN(Cc2cccc(C(C)=O)c2)C1 (stereo not given) | 13 | -1 | 16 | 1 | -4 | 7 | -3 | 1 | 15 | 34 | -12
Cc1ccc(/C(N)=N/OC(=O)N2c3ccccc3Sc3ccccc32)cc1 | -10 | -5 | -3 | 7 | -5 | -13 | -3 | 20 | -44 | 2 | 9
CC(CC(=O)Nc1ccc2c(c1)c(=O)n(C)n2Cc1ccc(F)cc1)C(F)(F)F (stereo not given) | -11 | 2 | 5 | 0 | · | -18 | -1 | 10 | -1 | -2 | 0
CC12CCC(C(=O)Nc3cccnc3)(CC1=O)C2(C)C (stereo not given) | -3 | -23 | 9 | -12 | 0 | -11 | 3 | 8 | -4 | 3 | 0
Cn1c(N)c(C(=O)COC(=O)c2ccc3c(c2)OCCO3)c(=O)n(C)c1=O | -3 | -43 | -7 | 0 | -8 | 3 | 3 | 11 | -13 | 0 | -10
Cc1cc(C)cc(NC(=O)CCn2ccnc2C)c1 | 6 | 5 | 0 | 14 | 7 | -6 | 9 | -14 | -1 | 0 | -16
COc1ccc(/C=C/C(=O)NC(=S)NNC(=O)c2ccco2)cc1OC | -7 | -13 | -1 | 0 | 13 | 0 | -4 | 26 | 11 | 2 | -5
O=C(c1cnc(N2CCN(c3ncccn3)CC2)c2ccccc12)N1CCN(c2ncccn2)CC1 | 12 | -12 | 5 | 0 | -15 | 40 | 0 | 16 | 32 | 0 | 0
COc1ccc(C(=O)NC2CCN(C(=O)NC3CCCCC3)CC2)cc1 | 10 | -8 | 0 | -1 | -1 | 8 | 0 | 4 | 6 | 2 | -6
COc1ccc(NC(=O)COc2ccc(-c3ccccc3)cc2)cc1 | -13 | 6 | -24 | 21 | 7 | 4 | 3 | -13 | -6 | 6 | 13
COc1ccc(C(=O)NCC(=O)N2CCCC(C)C2)cc1OC (stereo not given) | 13 | 19 | -11 | 11 | -4 | 7 | 9 | 6 | -13 | -5 | -4
O=C(c1cc(F)c(F)cc1Cl)N1CCN(CCc2ccccc2)CC1 | -3 | -13 | -4 | 20 | 1 | -13 | 2 | -42 | -7 | 2 | 1
CC1CCCC(C)N1C(=O)COc1ccc(F)cc1 (stereo not given) | 4 | -26 | 16 | -14 | 0 | 8 | 3 | -26 | -25 | 0 | -5
Cc1cc(C(=O)CSc2nc3ccccc3o2)c(C)n1CC1CCCO1 (stereo not given) | -6 | -6 | 9 | -21 | 3 | 4 | -2 | -46 | 42 | 3 | 4
Cc1ccc(/C=C(\C#N)C(=O)NC(C)C)o1 | -2 | -6 | 10 | -4 | 9 | -6 | 5 | -16 | -16 | -1 | 4
COc1ccccc1NC(NC(=O)c1cccnc1)C(Cl)(Cl)Cl (stereo not given) | -1 | -12 | -2 | -12 | -1 | 10 | -1 | -4 | -11 | -1 | -18
CC(=O)Nc1ccc(-c2nnc(SCC(=O)NCc3ccco3)n2C)cc1 | -23 | -5 | -6 | 9 | -6 | 5 | 2 | -30 | 1 | -4 | -6
CCOc1cc(C(=O)NC)cc(Br)c1OC | 20 | 20 | 8 | 4 | -9 | -19 | -8 | -9 | 5 | 2 | -17
C=CCNC(=O)CN(Cc1ccccc1)S(=O)(=O)c1ccccc1 | 4 | -3 | 7 | 10 | 11 | 12 | -5 | -4 | 9 | -5 | 5
COC(=O)c1ccc(Cl)c(NC(=O)CN(c2ccc(OC)cc2)S(=O)(=O)c2ccccc2)c1 | 1 | -1 | -9 | 13 | 5 | 9 | 1 | 13 | 5 | -7 | -9
Brc1ccc2nc(-c3ccco3)c(Cc3ccsc3)n2c1 | -3 | -2 | 1 | 16 | · | 36 | 75* | -16 | -10 | 50 | 3
CCCCN(C(=O)CC1CCCC1)c1c(N)n(CC(C)C)c(=O)[nH]c1=O | 5 | 5 | -12 | 9 | -5 | -1 | 2 | 9 | 4 | 0 | -3
COc1ccc(CNCc2c(O)c(Cl)cc3c(C)c(C)c(=O)oc23)c(OC)c1 | -6 | -48 | -10 | -8 | -3 | 1 | 2 | -27 | -5 | -6 | -2
CCOC(=O)CSc1nnc(CNC(=O)c2cccs2)n1CCc1ccccc1 | 11 | -10 | · | 11 | -4 | 0 | -3 | · | -2 | 0 | 1
